Screens as filed in PubChem.
DYRK1A inh: rat Dyrk1A kinase inhibitors, primary screen, biochemical, single point, plate reader; AID 504441, 2011; inhibition, % at 12.5 µM; ADP-Glo luminescence, NFATc1 peptide; 0.43% of 310,000 active; in the data active = inhibition above about 50%;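 also: plate controls were vehicle with enzyme for no effect and no enzyme for full effect; many of its hits are not listed in these tables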
HSF1 inh: HSF1 inhibitors in luciferase reporter cells, primary screen, cell-based, NIH3T3, luminescence. AID 2098, 2009. activity change, negative = inhibition, % at 7.5 µM (by protocol). 0.77% of 300,000 active. NIH3T3-HGL HSE-luciferase, MG132-induced, luminescence 8 h; hits give low values;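 active = more than half of replicate wells show activity change below -50%, luminescence cut by over half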;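 also: luciferase reports HSF-1 transcriptional activity via heat shock element; 0% = median of DMSO wells and -100% = zero luminescence signal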
GSK3 alpha inh: blockers of GSK3A enzyme activity – biochemical, luminescence, cell-free homogeneous, HTS, primary screen; inhibition, % at 10 µM; GSK-3 alpha kinase, ADP-Glo luminescence, 60 min; Glycogen synthase kinase-3 alpha (Homo sapiens), P49840; 0.1% of 320,000 active; AID 2650, 2010;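 in the data active = inhibition above about 50%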;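 also: GST-tagged GSK-3 alpha with peptide substrate and 25 µM ATP; 0% = DMSO neutral wells and 100% = GW8510 positive control wells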
Target sequence (P49840 whole entry, looked up): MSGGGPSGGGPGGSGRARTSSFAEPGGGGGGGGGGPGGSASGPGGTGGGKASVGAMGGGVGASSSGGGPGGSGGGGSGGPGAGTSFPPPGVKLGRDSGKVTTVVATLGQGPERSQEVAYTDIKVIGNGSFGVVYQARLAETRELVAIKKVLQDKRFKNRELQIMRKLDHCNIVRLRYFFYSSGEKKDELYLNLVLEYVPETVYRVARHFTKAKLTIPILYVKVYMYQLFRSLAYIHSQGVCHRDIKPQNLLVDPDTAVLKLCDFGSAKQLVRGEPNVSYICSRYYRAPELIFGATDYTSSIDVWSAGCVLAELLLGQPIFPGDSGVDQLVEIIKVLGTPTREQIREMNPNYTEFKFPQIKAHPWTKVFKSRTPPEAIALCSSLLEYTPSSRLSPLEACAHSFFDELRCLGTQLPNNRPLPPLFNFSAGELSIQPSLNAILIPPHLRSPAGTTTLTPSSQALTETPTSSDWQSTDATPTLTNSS
IEC-6 tox: cytotoxicity in IEC-6 intestinal epithelial cells, primary screen, cytotoxicity control for KLF5 inhibitor project, cell-based, luminescence. 0.78% of 290,000 active. IEC-6 cytotoxicity, luminescence viability. AID 1825, 2009. inhibition, % at 5 µM; in the data active = inhibition above about 22%;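 also: 0% = plate median of test compound wells and 100% = cytotoxic reference compound wells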
HSF-1 act: HSF-1 activators, primary screen, NIH3T3-HGL cells, MG132 stress, luminescence, single point. activation, % at 9 µM. 1.7% of 300,000 active. NIH3T3-HGL HSF-1 luciferase reporter, 8 h; 100% = twice DMSO control signal;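 active = mean replicate activation of at least 50% with a set share of replicates each reaching 50%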;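 also: 0% = median of the neutral control wells and 100% = twice that signal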
HSP90 inh: HSP90 inhibitors, primary screen, cell lysate, luminescence; Heat shock protein HSP 90 (rabbit reticulocyte lysate; luciferase refolding); Rabbit reticulocyte lysate, luciferase refolding luminescence, 3 h; inhibition, % at 5.6 µM; 0.91% of 290,000 active; AID 1789, 2009;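 active = inhibition above the screen-wide mean plus 3 SD, computed separately per campaign, cut at about 16% in these data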;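 also: 0% = DMSO wells and 100% = 60 µM geldanamycin wells; inhibitors lower the luminescence because luciferase stays unfolded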
KLF5 inh: KLF5 expression inhibitors, primary screen, DLD-1 cells, luminescence | DLD-1 KLF5 promoter-luciferase reporter | inhibition, % at 5 µM | 0.23% of 290,000 active | AID 1700, 2009;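 active = inhibition above a per-plate limit of that plate's mean compound inhibition plus 3 SD, cut at about 60% in these data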;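 also: 0% = DMSO wells and 100% = LY294002 at 200 µM; higher means less KLF5 promoter-driven luciferase light; inactives centre near -14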
aSyn 5UTR inh: MLPCN primary screen, SNCA 5' untranslated region | alpha-synuclein 5'UTR reporter, inhibitor activity | inhibition, % (tested at 7.5 µM) | 0.82% of 300,000 active | AID 1813, 2009; in the data active = inhibition above about 60%;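 also: H4 neuroglioblastoma cells stably carrying SNCA 5'UTR luciferase fusion; 0% = DMSO wells and 100% = positive control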
Platelet DG rel: inhibitors of platelet dense granule secretion, primary screen, cell-based, MLPCN, human platelets. human platelet-rich plasma, SFLLRN dense granule ATP release, luminescence. inhibition, %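 (compounds screened at 7.5 µM in platelet-rich plasma)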. 0.22% of 300,000 active;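 active = mean replicate score, as percent of positive control, at or above 50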
GSK3B inh: human GSK3beta kinase inhibitors, primary screen, biochemical, cell-free homogeneous, HTS | Glycogen synthase kinase-3 beta (Homo sapiens), P49841 | GST-GSK3beta kinase, ADP-Glo luminescence, 60 min; hits give low values | activity score (negative = inhibition), % at 10 µM | 0.038% of 300,000 active;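 active = more than half of replicate wells score below -50%, meaning over 50% inhibition versus plate controls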;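 also: 0% = median DMSO wells and -100% = median GW8510 positive control wells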
Target sequence (P49841 whole entry, looked up): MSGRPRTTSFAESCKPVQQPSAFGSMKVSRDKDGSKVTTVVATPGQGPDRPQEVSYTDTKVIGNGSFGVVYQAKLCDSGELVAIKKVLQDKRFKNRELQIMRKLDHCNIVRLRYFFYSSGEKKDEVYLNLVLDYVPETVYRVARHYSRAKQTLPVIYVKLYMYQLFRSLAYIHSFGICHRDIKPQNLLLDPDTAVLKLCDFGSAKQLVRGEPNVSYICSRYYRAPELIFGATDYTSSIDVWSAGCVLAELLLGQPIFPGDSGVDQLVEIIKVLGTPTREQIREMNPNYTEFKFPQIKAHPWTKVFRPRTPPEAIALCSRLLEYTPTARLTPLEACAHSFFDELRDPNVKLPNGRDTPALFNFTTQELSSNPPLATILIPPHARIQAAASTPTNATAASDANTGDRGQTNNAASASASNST
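Assay system: GST-fused GSK3beta enzyme, cell-free / Medium: Tris pH 7.5 buffer with MgCl2, DTT, BSA, heparin / Also added: peptide substrate plus 25 µM ATP (final) / Compound: 10 µM single point / Timing: kinase reaction with compound 60 min at room temperature / Detection: ADP-Glo luminescence / Benchmarks: DMSO neutral wells and GW8510 at 20 µM as positive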
Numbers without * were called inactive; x = no result given. Only part of the results is shown; rates above refer to the full screens.

SMILES	DYRK1A inh	HSF1 inh	GSK3 alpha inh	IEC-6 tox	HSF-1 act	HSP90 inh	KLF5 inh	aSyn 5UTR inh	Platelet DG rel	GSK3B inh
CC1CCC(NC(=O)c2nc(Cn3ccc([N+](=O)[O-])n3)no2)CC1 (stereo not drawn)	0	1	-1	2	5	-4	-11	-10	10	x
CCN(CC)C(=O)C1CCCN(Cc2ccc(OC)c(C)c2)C1 (stereo not drawn)	-3	0	-1	-3	8	-4	-16	4	10	1
N#Cc1ccc(NC(=S)NC(=O)CCc2ccc(S(=O)(=O)N3CCOCC3)cc2)cc1	-1	9	14	-4	28	1	-18	10	-17	5
CC(C)(C)N=C(NS(=O)(=O)c1cccs1)c1ccccc1	3	-8	x	-4	-6	1	-14	-15	-9	2
O=C(Cc1ccccc1)NCC(=O)OCC(=O)c1ccc(F)cc1	0	-2	0	0	7	-1	-17	-11	-12	3
O=C(NC(Cc1ccccc1)c1nc2ccccc2[nH]1)c1cccc([N+](=O)[O-])c1 (stereo not drawn)	2	4	0	5	12	5	-9	10	-1	2
Cc1nc(Cl)cc(N/N=C/c2ccccc2)n1	7	12	6	-1	19	-3	-44	-22	-7	1
CCN(Cc1ccccc1)C(=O)c1cccc(OC2CCN(C(=O)C3CC3)CC2)c1	5	-2	-1	3	1	-3	-20	-11	-3	x
O=C(NCCCN1CCOCC1)c1ccc(CS(=O)(=O)c2ccc(Br)cc2)o1	8	-9	x	-4	-3	-2	-41	9	2	1
Cc1nnc(Nc2ccc(C(=O)O)cc2)[nH]c1=O	5	-2	-1	1	-4	-2	-7	-12	2	1
COC(=O)c1ccc(C(=O)Nc2ccc3nc(-c4ccncc4)[nH]c3c2)cc1	4	-8	1	-11	-5	-3	-12	31	-6	-8
CC(NCCS(=O)(=O)c1ccc(Cl)cc1)c1cccc(Cl)c1 (stereo not drawn)	4	13	0	-3	-2	0	-5	5	8	-1
CCOc1ccc(-c2csc(NC(=O)CSCC(=O)O)n2)c2ccccc12	-1	-26	-4	1	-33	-1	-42	1	6	6
CC1CCCN(CCCNC(=O)c2ccc3c(c2)N(Cc2ccc(F)cc2)C(=O)c2ccccc2S3=O)C1 (stereo not drawn)	0	0	1	-2	1	3	-20	-26	2	-2
CCc1ccc(S(=O)(=O)NCc2cccs2)cc1	8	-5	2	1	-8	1	-19	4	-17	-1
Cc1nc2sccn2c1-c1nc(-c2cc3ccccc3o2)cs1	-4	7	-1	4	22	1	4	-41	17	1
Cc1ccc(S(=O)(=O)C(C#N)c2nc3ccccc3nc2N2CCCC2)cc1C (stereo not drawn)	-10	x	-3	0	x	11	-25	x	x	x
Cn1nnnc1SCC(=O)N1CCN(c2ccc(Cl)cc2)CC1	3	-5	0	-6	10	0	12	8	-5	4
COCCSc1ccccc1C(=O)N1CCC(Cc2ccccc2)CC1	4	0	-2	-3	1	1	-41	16	5	-2
COC(=O)c1cc(C)nc2c1C(=O)C(=O)C=C2N1CCOCC1	61*	4	-6	20	30	45*	26	37	9	-2

Next section, overlapping the part above by 2 compounds.
SMILES	DYRK1A inh	HSF1 inh	GSK3 alpha inh	IEC-6 tox	HSF-1 act	HSP90 inh	KLF5 inh	aSyn 5UTR inh	Platelet DG rel	GSK3B inh
COCCSc1ccccc1C(=O)N1CCC(Cc2ccccc2)CC1	4	0	-2	-3	1	1	-41	16	5	-2
COC(=O)c1cc(C)nc2c1C(=O)C(=O)C=C2N1CCOCC1	61*	4	-6	20	30	45*	26	37	9	-2
Cc1cccn2c(=O)c3cc(C(=O)NCc4cccnc4)c(=N)n(C(C)C)c3nc12	6	-1	1	6	-5	-1	8	-35	-2	-5
O=C(NC(=S)NCc1cccnc1)c1ccccc1[N+](=O)[O-]	3	-3	-2	10	-3	6	-3	7	11	-1
CC(NO)C(C)(C)NO (stereo not drawn)	0	1	0	-2	-17	1	-5	9	-4	1
COC(=O)Cc1c(C)c2ccc(OCC(=O)N(C)C3CCS(=O)(=O)C3)cc2oc1=O (stereo not drawn)	0	-1	0	10	-1	-5	-4	3	1	0
Cc1cccc(-c2noc(CN(C)C(=O)COc3ccccc3)n2)c1	3	8	-1	-2	4	-3	-44	-9	9	3
CC(=O)c1ccc(S(=O)(=O)Oc2ccc(-c3ccc(C(=O)O)cc3)cc2)cc1	1	-8	-5	8	-18	0	16	11	5	0
CCN1CCN(c2ccc(N3CCN(C(=O)c4ccc(Br)o4)CC3)nn2)CC1	-2	4	4	x	7	x	x	8	-14	4
Cc1ccc(SCCC(=O)OCC(=O)NCC2CCCCC2)cc1	-3	-1	4	9	2	4	-24	-12	-1	3
O=C(O)c1nn(-c2ccccc2)ccc1=O	-8	4	-8	-2	-15	0	-17	-5	4	2
C=CCNC(=O)c1onc(CS(=O)(=O)c2cc(C)cc(C)c2)c1C(=O)NCC=C	1	-3	-1	x	-17	x	x	1	5	0
CC(=O)N1c2ccc(S(=O)(=O)N3CCCC3C(=O)NCc3ccccc3Cl)cc2CC1C (stereo not drawn)	8	2	-1	0	10	-5	-10	-7	0	1
Cc1ccc(OCCN2C(=O)c3ccccc3C2=O)c(C)c1	-2	28	1	3	32	1	-27	-24	0	1
CC1CCN(C(=O)C2c3ccccc3C(=O)N3CCc4ccccc4C23)CC1 (stereo not drawn)	1	0	-1	1	-14	0	10	-30	4	3
CCCOc1ccc(C2=NNC(=O)CC2)cc1	-53	3	-1	2	14	5	11	77*	16	0
Cc1cccc(C)c1NC(=O)CN(C)C(=O)Cc1cccc(C(F)(F)F)c1	4	-21	-4	2	-24	-3	-10	-6	-1	3
Oc1ccccc1-c1cc(-c2ccc3c(c2)OCCO3)n[nH]1	8	13	2	1	37	21*	-176	17	37	-1
Cn1nccc1NC(=O)Nc1cccc(Br)c1	28	8	-1	4	3	-7	-29	-6	-2	2
COc1ccc(C(c2nnnn2CC2CCCO2)N2CCC(C(N)=O)CC2)cc1 (stereo not drawn)	-2	4	-3	-1	21	0	-52	-2	2	2
COc1ccc(C(=O)ON=C2CCN(c3ccc([N+](=O)[O-])cc3)CC2)cc1	6	-3	-1	3	24	2	-11	-12	-1	3
N#Cc1c(N)nc2c(c1-c1ccccc1)CCCC2	-8	5	-2	5	1	-3	-2	30	-9	1
Cc1nnc(C)n1N	-2	-7	-5	-2	-2	-2	-16	21	4	-2
C/C(=N\NC(=O)c1cc2ccccc2cc1O)c1ccc(C)o1	12	45	0	1	25	0	-60	-30	22	0
Cc1ccc(CN(Cc2ccccc2)C(=S)Nc2ccccc2C)o1	-2	7	0	-12	8	-4	-21	-7	3	1
CC(=O)N1CCN(C(=O)c2oc3ccccc3c2C)CC1	-2	-4	-1	-3	-4	-1	-11	17	5	1
COC(=O)CCCC1=CC2=CC(=O)C(C)(OC(=O)c3cnc4ccccc4n3)C(=O)C2=CO1 (stereo not drawn)	x	-9	-2	x	-15	x	x	0	-2	-1
COc1ccccc1-c1nc(-c2ccc(Br)cc2)no1	-1	39	2	9	55*	2	-12	-305	-6	0
Cc1cc(NC(=O)c2cccc(F)c2)no1	0	5	0	-2	0	0	-47	-25	-9	-3

Molecules shown so far that contain a carbonyl joined to an NH by a bond outside any ring, in the order listed:
SMILES	DYRK1A inh	HSF1 inh	GSK3 alpha inh	IEC-6 tox	HSF-1 act	HSP90 inh	KLF5 inh	aSyn 5UTR inh	Platelet DG rel	GSK3B inh
CC1CCC(NC(=O)c2nc(Cn3ccc([N+](=O)[O-])n3)no2)CC1 (stereo not drawn)	0	1	-1	2	5	-4	-11	-10	10	x
N#Cc1ccc(NC(=S)NC(=O)CCc2ccc(S(=O)(=O)N3CCOCC3)cc2)cc1	-1	9	14	-4	28	1	-18	10	-17	5
O=C(Cc1ccccc1)NCC(=O)OCC(=O)c1ccc(F)cc1	0	-2	0	0	7	-1	-17	-11	-12	3
O=C(NC(Cc1ccccc1)c1nc2ccccc2[nH]1)c1cccc([N+](=O)[O-])c1 (stereo not drawn)	2	4	0	5	12	5	-9	10	-1	2
O=C(NCCCN1CCOCC1)c1ccc(CS(=O)(=O)c2ccc(Br)cc2)o1	8	-9	x	-4	-3	-2	-41	9	2	1
COC(=O)c1ccc(C(=O)Nc2ccc3nc(-c4ccncc4)[nH]c3c2)cc1	4	-8	1	-11	-5	-3	-12	31	-6	-8
CCOc1ccc(-c2csc(NC(=O)CSCC(=O)O)n2)c2ccccc12	-1	-26	-4	1	-33	-1	-42	1	6	6
CC1CCCN(CCCNC(=O)c2ccc3c(c2)N(Cc2ccc(F)cc2)C(=O)c2ccccc2S3=O)C1 (stereo not drawn)	0	0	1	-2	1	3	-20	-26	2	-2
Cc1cccn2c(=O)c3cc(C(=O)NCc4cccnc4)c(=N)n(C(C)C)c3nc12	6	-1	1	6	-5	-1	8	-35	-2	-5
O=C(NC(=S)NCc1cccnc1)c1ccccc1[N+](=O)[O-]	3	-3	-2	10	-3	6	-3	7	11	-1
Cc1ccc(SCCC(=O)OCC(=O)NCC2CCCCC2)cc1	-3	-1	4	9	2	4	-24	-12	-1	3
C=CCNC(=O)c1onc(CS(=O)(=O)c2cc(C)cc(C)c2)c1C(=O)NCC=C	1	-3	-1	x	-17	x	x	1	5	0
CC(=O)N1c2ccc(S(=O)(=O)N3CCCC3C(=O)NCc3ccccc3Cl)cc2CC1C (stereo not drawn)	8	2	-1	0	10	-5	-10	-7	0	1
Cc1cccc(C)c1NC(=O)CN(C)C(=O)Cc1cccc(C(F)(F)F)c1	4	-21	-4	2	-24	-3	-10	-6	-1	3
Cn1nccc1NC(=O)Nc1cccc(Br)c1	28	8	-1	4	3	-7	-29	-6	-2	2
COc1ccc(C(c2nnnn2CC2CCCO2)N2CCC(C(N)=O)CC2)cc1 (stereo not drawn)	-2	4	-3	-1	21	0	-52	-2	2	2
C/C(=N\NC(=O)c1cc2ccccc2cc1O)c1ccc(C)o1	12	45	0	1	25	0	-60	-30	22	0
Cc1cc(NC(=O)c2cccc(F)c2)no1	0	5	0	-2	0	0	-47	-25	-9	-3
